p53ts 32C tox – p53ts cell cytotoxicity, permissive temperature. H1299-p53A138V at 32C, ATP luminescence viability, 24 h. Potency, µM (doses to about 46.1 µM), without a hit: top-dose activity change, negative = cytotoxicity, actives largely listed as cytotoxic. 130,000 tested, 0.93% active. AID 924;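 also: 0% = DMSO and -100% = full killing by reference compound; nearly all actives have a fitted effect of over 55% in size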
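ATP-content luminescence (ATPlite) read-out after 24 h compound exposure at 32C in H1299-p53A138V cells (600/well). Tested up to 46 uM. Normalized to DMSO (0%) and 100 uM tamoxifen (100% killing); Hill-fit AC50.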
IkB sig inh – suppresses IkB signaling in ABC-DLBCL reporter cells; ABC-DLBCL IkBa-CBG/CBR dual luciferase ratio, 4 h; response scale: scaled: untreated 0%, proteasome inhibitor 100%; Potency, µM (highest dose often 57.1 µM), for the others: top-dose IkBa stabilization activation; 110,000 tested, 0.04% active; active = well fitted curve in the direction sought with a large enough effect in the signal ratio, not every such curve was filed as active; inconclusive = small, poorly fitted or top-dose-only effect, or a change in a side signal; the % refers to the signal ratio;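 also: the direction sought is a rising ratio; 0% = basal untreated cells and 100% = reference inhibitor full response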
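Luminescence ratio of IκBα-fused green versus native red beetle luciferase in OCI-Ly3 cells, 4 h post-doxycycline with compound; red signal alone, scaled from basal (0%) to zero light (-100%), flagged nonspecific or cytotoxic effects.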
p53ts 39C kill – cytotoxicity in p53ts cells at nonpermissive temperature; H1299-p53A138V viability at 39C, ATP luminescence, 24 h; Potency, µM (doses to about 46.1 µM), without a hit: at the highest dose activity change, negative = cell killing, usual class: cytotoxic; 130,000 tested, 1.5% active; also: nearly all actives have a fitted effect of over 55% in size
Peg3 imprint – inducers of genomic imprint erasure in mouse ES cells; mouse ES Peg3-LacZ reporter, beta-gal luminescence, 40 h; Potency, µM (titrated, usually from 60.7 µM), inactives show top-dose activity change, positive = activation, hits mostly activators; 110,000 tested, 0.02% active; AID 1948;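 also: 0% = negative control wells on the plate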
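Imprint erasure is scored as LacZ activity from the silenced maternal Peg3 allele in feeder-free female ES cells cultured 40 h with LIF. Luminescence is normalized to in-plate negative controls and fitted to the Hill equation.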
An asterisk follows results filed as active; ? = inconclusive; / = not tested or not shown; [ ] = dose if it differs, or a comment. Unless noted, calls follow the shape of the dose curve; as a rule, active = well fitted curve in the direction sought with a large enough effect; inconclusive = small, poorly fitted or top-dose-only effect, or another doubt; inactive = no such curve, though single readings can be large; an effect the other way counts as inactive or inconclusive. Unless noted, % is scaled to controls: 0 for no effect and ±100 for the full control effect; potency is read from the fitted curve at half-maximal effect. The order is random; overall some 1.7% were active at least once.

Value order – p53ts 39C kill, Peg3 imprint, IkB sig inh, p53ts 32C tox
- Cc1cnc(-c2nnc(N(C)C(=O)c3ccccn3)s2)cn1
    -5%, 5%, -0.9%, 0%
- CC1(C)Cc2noc(N)c2C(C)(C)N1OC(=O)c1ccco1
    0%, -6%, 0.3%, -4%
- CCOc1ccccc1NC(=O)Cn1nnc(C(=O)NCc2cccs2)c1N
    6%, -17%[10.9 µM], ?, 18%
- O=C(CCc1nc2cccnc2n1Cc1ccccc1)NCc1cccc(Cl)c1
    0%, -9%[10.9 µM], 0.0%, 3%
- COC(=O)c1ccc(NC(=O)C2CCN(S(C)(=O)=O)CC2)cc1
    30%, ?, 0.2%, -7%
- COc1cccc(OCCCCn2c(-c3ccc(Cl)cc3)nc3ccccc3c2=O)c1
    12%, -14%[10.9 µM], ?, -9%
- O=C(Cc1cc(=O)oc2cc(O)ccc12)NCC1CCC(C(=O)O)CC1 (stereo not drawn)
    2%, -5%, 0.1%, 5%
- COc1ccccc1CN(Cc1cc2cc(C)ccc2[nH]c1=O)Cc1nnnn1CC1CCCO1 (stereo not drawn)
    ?, -13%, ?, -20%
- COc1ccc(OC)c(CNS(=O)(=O)c2ccc3[nH]c4c(c3c2)CCCCC4)c1
    -1%, -13%[10.9 µM], ?, 6%
- CCN(C(=O)CSc1nnc(Cn2nnc3ccccc32)o1)c1nc(C)cs1
    -6%, /, /, -8%
- O=C(c1csc2c1CCCC2)n1cccn1
    -4%, /, /, 2%
- CCN(CC)c1ccc(N)cc1
    23%, -21%, 8.9%, 4%[1.84 µM]
- CC1SC(c2ccc(Cl)cc2)NC1=O (stereo not drawn)
    -4%, /, /, -6%
- O=c1c2ccccc2nc(/C=C/c2cccc3ccccc23)n1-c1ccc(F)cc1F
    -17%, -11%[10.9 µM], ?, 8%
- CCOC(=O)C1=C(C)NC2=C(C(=O)CC(C)(C)C2)C1c1ccc2c(c1)CCCN2C (stereo not drawn)
    11%, -4%, 0.4%, 22%
- O=C1[C@H]2[C@@H](C(=O)N1c1cc(Cl)cc(Cl)c1)[C@]1(C(=O)Nc3ccccc31)N1CCC[C@@H]21
    -1%, -6%, ?, 1%
- Cc1cc(Oc2cnn(C(C)(C)C)c(=O)c2Cl)cc(C(C)C)c1
    -9%, /, /, 1%
- Cc1ccc(Nc2cc(C)c(C#N)c3nc4ccccc4n23)cc1Cl
    17%, 2%[10.9 µM], -1.0%, 10%
- CC1=C(C(=O)OCC2CCCCC2)C(c2c(F)cccc2Cl)CC(=O)N1 (stereo not drawn)
    ?, -3%[10.9 µM], ?, 10%
- COc1ccc(-n2ncc(C(=O)NCc3ccccc3)c2C2CCN(C(=O)OC(C)(C)C)CC2)cc1
    -1%, 11%[10.9 µM], ?, 13%
- CC1(C)O[C@H]2O[C@@H]([C@H](O)CON3C(=O)c4ccccc4C3=O)[C@H](O)[C@H]2O1
    7%[9.22 µM], /, /, 1%[9.22 µM]
- CC(=O)c1cccc(NC(=O)CCS(=O)(=O)c2cc(Br)cc3c2N(C(=O)C2CC2)CC3)c1
    4%, 6%[10.9 µM], ?, 10%
- COc1ccc(OC)c(-c2cc(C(=O)NCc3cccs3)no2)c1
    -19%, -20%, -0.3%, -7%
- O=C(C1CCN(c2nnc(-n3cccc3)s2)CC1)N1CCN(c2cccc(C(F)(F)F)c2)CC1
    -18%, -17%, 1.3%, -9%
- O=C(CSc1nnc(-c2ccncc2)o1)Nc1ccccc1Cl
    10%, -88%[inhibitor], 3.8%, 14%
- COc1cc(-c2cc(=O)c3ccccc3o2)ccc1O
    -18%, -58%[inhibitor], -3.0%[11.4 µM], -14%
- CC(C)c1ccc(NC(=O)C(c2ccccc2)N2CCOCC2)cc1 (stereo not drawn)
    14%, -12%, 3.9%, 3%
- CCOC(=O)N1CCN(S(=O)(=O)N(C)C)CC1
    6%, -9%, 0.5%, 2%
- OC(COCc1ccccc1)CN1CCN(c2ccccc2)CC1 (stereo not drawn)
    -8%, -14%, 0.6%, 3%
- CCOc1ccccc1NC(=O)Cn1nnc2sc(-c3ccccc3)cc2c1=O
    -13%, -4%[10.9 µM], 3.0%, 3%
- C=C(C)Cn1c(CCCNC(=O)C(C)(C)C)nc2ccccc21
    -3%, -11%, 0.7%, 6%
- CCCCSc1cc(C)nc2ncnn12
    10%, -6%, 3.8%, 2%
- CC(C)(CC(=O)OCC(=O)Nc1ccccc1F)CC1=NS(=O)(=O)c2ccccc2N1
    -15%, -14%[10.9 µM], -0.4%, 17%
- CCCCNCc1cc(OC)c(OCC(N)=O)cc1Br
    -15%, /, /, 3%
- Cc1ccc(C2CC(c3cccc(C)c3)n3ncnc3N2)cc1 (stereo not drawn)
    10%, -13%, 1.6%, -7%
- CC(Sc1nnc2ccccn12)C(=O)Nc1ccc(Cl)cn1 (stereo not drawn)
    1%, 2%, 1.3%, -5%
- CCN1CCN(CC(=O)Nc2ccc3c(c2)OCO3)C(=O)C1=O
    -2%, -6%, 3.4%, 4%
- CCc1ccc(CN(Cc2ccco2)C(=O)COc2ccc(Cl)c(C)c2)cc1
    -22%, -24%[10.9 µM], ?, 11%
- CCN(Cc1ccccc1)C(=O)c1cc2ccc3cccnc3c2[nH]1
    32µM*, -4%[10.9 µM], ?, ?
- COc1cccc(OC)c1C(=O)Nc1ccc(NC(=O)c2ccco2)cc1
    -4%, /, 1.0%, -2%
- CCC1=Nc2cc(C(=O)NCC(C)c3ccccc3)ccc2Sc2ccc(C)cc21 (stereo not drawn)
    -20%, -15%[10.9 µM], ?, -13%
- c1ccc2c(c1)ncc1cccn12
    -5%, 4%, -0.7%, 0%
- CNc1nc(-c2ccc(N(C)C)cc2)nc2ccccc12
    10µM*, -39%[inhibitor], -7.2%[11.4 µM], 13µM*
- O=C(CNS(=O)(=O)c1ccc(F)cc1)N1CCN(c2ccc(F)cc2)CC1
    11%, -3%, 2.6%, 5%
- Cc1cc(N2CCN(c3cc(Cl)ccc3C)CC2)n2nc(-c3ccccc3)nc2n1
    1%, 5%[10.9 µM], ?, 2%
- Cc1ccc(CNC(=O)c2cnc(N(C)C)nc2)cc1
    10%, -8%[10.9 µM], -1.6%, 1%
- CC1CCCN(C(=O)c2ccc(CSc3nc4ccncc4n3Cc3ccccc3)cc2)C1 (stereo not drawn)
    -18%, -8%[10.9 µM], ?, -12%
- Cc1nc2cc(C(=O)O)ccc2n1C1CCCCC1
    9%, /, /, -7%
- CCC(c1nnnn1Cc1ccccc1)N1CCN(C(=O)c2ccco2)CC1 (stereo not drawn)
    -10%, /, 0.7%, -15%
- Cc1ccsc1C(=O)N1CC(=O)Nc2ccccc21
    0%, -1%, -0.6%, 4%
- COc1cc(C2c3c(oc4c(C)cc(C)cc4c3=O)C(=O)N2Cc2cccnc2)ccc1O (stereo not drawn)
    12%, 24%, -2.3%, 5%
- CC1(C)OC(=O)NC1=O
    -1%, -10%, 2.0%[25.6 µM], 1%
- Cc1ccc(C(=O)Nc2c(C(=O)NC(C)(C)C)oc3ccccc23)cc1
    7%, -9%[10.9 µM], ?, 5%
- Cc1ccc(Oc2ccccc2)c(NC=O)c1
    -5%, -1%, 0.0%, -1%
- Cc1ccccc1-c1nc(CNC(=O)NC2CCCCC2)c(C)o1
    -5%, -9%[10.9 µM], 0.8%, 0%
- CC(=O)Nc1ccc(N(C(=O)c2cnccn2)C(C(=O)NC2CCCCC2)c2ccc(O)cc2)cc1 (stereo not drawn)
    -16%, -16%, -0.2%, -13%
- O=C(Nc1ccc(F)c(F)c1)c1cc(S(=O)(=O)N2CCc3ccccc32)ccc1F
    -15%, -23%[10.9 µM], 7.1%, 5%
- COc1ccccc1NC(=O)C1CCCN(c2nnc(C)c3c(C)n(-c4ccccc4)nc23)C1 (stereo not drawn)
    -8%, -15%[10.9 µM], ?, -9%
- c1ccc2c[n+](Cc3ccnc4ccccc34)ccc2c1
    -17%[9.22 µM], 4%[10.9 µM], -0.9%[11.4 µM], -15%[9.22 µM]
- CC(NC(=O)CCCN1C(=O)CCn2nc(-c3cn(C)c4ccccc34)cc21)c1ccccc1 (stereo not drawn)
    -14%, -8%[10.9 µM], 1.3%, 2%

Molecules from the list above that contain an NH in an aromatic ring:
Value order – p53ts 39C kill, Peg3 imprint, IkB sig inh, p53ts 32C tox
- COc1ccccc1CN(Cc1cc2cc(C)ccc2[nH]c1=O)Cc1nnnn1CC1CCCO1 (stereo not drawn)
    ?, -13%, ?, -20%
- COc1ccc(OC)c(CNS(=O)(=O)c2ccc3[nH]c4c(c3c2)CCCCC4)c1
    -1%, -13%[10.9 µM], ?, 6%
- CCN(Cc1ccccc1)C(=O)c1cc2ccc3cccnc3c2[nH]1
    32µM*, -4%[10.9 µM], ?, ?

More compounds
Value order – p53ts 39C kill, Peg3 imprint, IkB sig inh, p53ts 32C tox
- CCCn1c(C)nc2c(N(CCOC)CCOC)nc(C)nc21
    -8%, -4%, /, -5%
- Cc1ccccc1Nc1nc(N)nc(COC(=O)c2cccn2C)n1
    -23%, -15%, -3.4%, -28%
- COc1cccc(NC(=O)C2CCN(C(=O)N3CC(C)Oc4ccccc43)CC2)c1 (stereo not drawn)
    -23%, -21%[10.9 µM], 1.1%, 5%
- O=C(NCc1ccco1)C(C(=O)c1ccccc1)n1ccccc1=O (stereo not drawn)
    -16%, -1%, 0.0%, -2%
- Cc1ccsc1C(=O)OCC(=O)N1CCOCC1
    -3%, -66%[inhibitor], -1.9%, -8%
- COc1ccc(-n2nnc3c(=O)n(CC(=O)N4CCCCC4)cnc32)cc1
    -1%, -20%, 5.1%, -1%
- COc1ccc(NC(=O)c2c(NC(=O)Cc3ccccc3)sc3c2CCCC3)cc1
    34%[activator], -15%[10.9 µM], -5.1%, -16%
- O=C(Nc1ccc2c(c1)OCCO2)C1CCCN(S(=O)(=O)Cc2ccccc2)C1 (stereo not drawn)
    -13%, -5%, ?, -4%
- O=C(/C=C/c1ccccc1Cl)Nc1nc(-c2cccs2)ns1
    -19%, -1%[10.9 µM], -1.6%, -12%
- Cc1cc(C)c2nc(SCC(=O)N3CC(=O)Nc4ccccc43)c(C#N)cc2c1
    22%, /, /, 11%
- COc1ccc(CNc2cc(-c3ccccc3C)ncn2)c(OC)c1
    -6%, -18%, 3.3%[11.4 µM], 3%
- Cc1ccc(N(Cc2cccs2)C(=O)C(C)Oc2ccc(Cl)c(C)c2)cc1 (stereo not drawn)
    -22%, -17%[10.9 µM], -0.7%, 4%
- COc1ccc(NC(=O)CCc2c(C)nn(-c3ccc(N4CCOCC4)nn3)c2C)cc1Cl
    ?, -16%[10.9 µM], -1.5%, -24%
- CCn1c(SCC(=O)Nc2cc(C)on2)nnc1-c1cccnc1
    -4%, -3%, -0.3%, 2%
- Cc1cc(C)c2oc(C(=O)Nc3ccc(S(=O)(=O)N4CCCCC4)cc3)cc(=O)c2c1
    -16%, -3%[10.9 µM], -1.1%, 4%
- Cc1ccc2oc(C(=O)N3CCC(c4nc5ccccc5s4)CC3)c(C)c2c1
    6%, -13%[10.9 µM], 1.2%, 16%
- COc1ccc2nc(C)cc(SCC(=O)O)c2c1
    -12%, /, 2.9%, 12%
- COC(=O)[C@@]1(Cc2ccc(OC)cc2)[C@H]2c3cc(C(=O)N4CCCC4)n(CCN4CNCC4=O)c3C[C@H]2CN1C(=O)c1ccccc1
    -2%, -3%, /, 11%
- Cc1cnn(C(=S)NCCc2ccccc2)c1
    2%, -15%, 1.8%, 2%
- CCC1CN(S(=O)(=O)c2cc(-c3onc(C)c3C)ccc2C)c2cc(Cl)ccc2O1 (stereo not drawn)
    -19%, -21%[10.9 µM], ?, 18%
- O=C(CCSc1ccccc1)N1CCN(C(=O)c2ccco2)CC1
    5%, -18%, -1.7%, 3%

Bioassay records as filed in PubChem BioAssay.
